BCLXL inh – inhibitors of human Bcl-xL, primary screen, biochemical, fluorescence polarization, HTS. Bcl-2-like protein 1 (Homo sapiens), Q07817. GST-Bcl-xL / FITC-Bim BH3 peptide fluorescence polarization. inhibition, % at 10.9 µM. 320,000 compounds, 0.7% hits;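 active = inhibition above the mean of all tested compounds plus 3 SD, cutoff set per campaign, cut at about 30% in these data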;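 note: 0% = DMSO wells and 100% = unlabeled Bim-BH3 peptide competitor; inhibitors lower millipolarization by displacing the labeled peptide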
PME-1 inh – PME-1 inhibitors via competitive probe labeling, primary screen, biochemical, fluorescence polarization, FP-Rh probe, HTS; 320,000 compounds, 0.53% hits; inhibition, % at 5.9 µM; AID 2130, 2009; recombinant PME-1;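 active = inhibition above the campaign mean of all compounds plus 3 SD, cut at about 26% in these data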;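 note: competitive labeling of PME-1 active site by serine hydrolase directed probe; 0% = PME-1 with DMSO and 100% = wells lacking PME-1 enzyme; inhibitors block probe labeling so polarization falls and inhibition rises; many of its hits are not listed in these tables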
GRK2 aptamer HTS – compounds blocking aptamer binding on GRK2 – biochemical, human GRK2, bead flow cytometry, HTS, primary screen; Beta-adrenergic receptor kinase 1 (Homo sapiens), P25098; FAM-aptamer displacement from GRK2; inhibition of aptamer binding, % at 10 µM; 330,000 compounds, 0.59% hits;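 active = inhibition of aptamer binding above 40%, roughly 3 SD of noise, on plates passing a quality check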;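 note: median bead fluorescence of bound FAM aptamer so fluorescent compounds give negative values; no value below 0 was filed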
MEX-5 binding – MEX-5 zinc finger RNA-binding disruptors – biochemical, C. elegans, fluorescence polarization, MLPCN library, primary screen; MEX-5/FITC-TCR2 RNA binding; stronger effect = lower value; Zinc finger protein mex-5 (Caenorhabditis elegans), Q9XUB2; activity score (negative = inhibition of binding), % at 10 µM; 300,000 compounds, 0.38% hits;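 active = inhibition past about -25% in most replicates, and total fluorescence under double the plate's negative control median, limit read from the data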;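 note: 0% = DMSO and -100% = 5 µM competing unlabeled TCR2 RNA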
Efflux pump mplx – inhibitors of Candida efflux pumps in yeast, primary screen, S. cerevisiae, Nile Red, multiplex. S. cerevisiae Candida pump triplex. inhibition, % at 10 µM. 330,000 compounds, 0.44% hits. AID 485275, 2010;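 active = plate passing quality check with inhibition over a set limit, or well fluorescence over plate mean plus 4 SD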;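 note: Nile Red retained in pooled yeast measured as flow cytometry median fluorescence; 0% = buffer negative control and 100% = Enniatin B positive control; higher means more Nile Red kept so more efflux inhibition; some compounds called inactive have numbers as strong as hits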
GLD-1 TGE inh – GLD-1/TGE RNA complex disruptors, primary screen, biochemical, fluorescence polarization. 320,000 compounds, 0.44% hits. purified GLD-1 + fluorescein TGE RNA. inhibition, % at 5.96 µM;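 active = percent inhibition above a per-plate cutoff, the plate mean of test compounds plus 3 SD, cut at about 30% in these data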;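 note: 0% = DMSO wells with GLD-1 and probe and 100% = wells lacking GLD-1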
VLA-4 inh – inhibition in human VLA-4 binding assay, primary screen, VLA-4 allosteric modulator project, MLPCN library, flow cytometry, VLA-4 expressing cells; inhibition, % (about 7 µM as worked out from the volumes in the protocol); 330,000 compounds, 0.2% hits; ligand binding flow cytometry; in the data active = inhibition above about 50%
Target sequence (P13612 whole entry, looked up): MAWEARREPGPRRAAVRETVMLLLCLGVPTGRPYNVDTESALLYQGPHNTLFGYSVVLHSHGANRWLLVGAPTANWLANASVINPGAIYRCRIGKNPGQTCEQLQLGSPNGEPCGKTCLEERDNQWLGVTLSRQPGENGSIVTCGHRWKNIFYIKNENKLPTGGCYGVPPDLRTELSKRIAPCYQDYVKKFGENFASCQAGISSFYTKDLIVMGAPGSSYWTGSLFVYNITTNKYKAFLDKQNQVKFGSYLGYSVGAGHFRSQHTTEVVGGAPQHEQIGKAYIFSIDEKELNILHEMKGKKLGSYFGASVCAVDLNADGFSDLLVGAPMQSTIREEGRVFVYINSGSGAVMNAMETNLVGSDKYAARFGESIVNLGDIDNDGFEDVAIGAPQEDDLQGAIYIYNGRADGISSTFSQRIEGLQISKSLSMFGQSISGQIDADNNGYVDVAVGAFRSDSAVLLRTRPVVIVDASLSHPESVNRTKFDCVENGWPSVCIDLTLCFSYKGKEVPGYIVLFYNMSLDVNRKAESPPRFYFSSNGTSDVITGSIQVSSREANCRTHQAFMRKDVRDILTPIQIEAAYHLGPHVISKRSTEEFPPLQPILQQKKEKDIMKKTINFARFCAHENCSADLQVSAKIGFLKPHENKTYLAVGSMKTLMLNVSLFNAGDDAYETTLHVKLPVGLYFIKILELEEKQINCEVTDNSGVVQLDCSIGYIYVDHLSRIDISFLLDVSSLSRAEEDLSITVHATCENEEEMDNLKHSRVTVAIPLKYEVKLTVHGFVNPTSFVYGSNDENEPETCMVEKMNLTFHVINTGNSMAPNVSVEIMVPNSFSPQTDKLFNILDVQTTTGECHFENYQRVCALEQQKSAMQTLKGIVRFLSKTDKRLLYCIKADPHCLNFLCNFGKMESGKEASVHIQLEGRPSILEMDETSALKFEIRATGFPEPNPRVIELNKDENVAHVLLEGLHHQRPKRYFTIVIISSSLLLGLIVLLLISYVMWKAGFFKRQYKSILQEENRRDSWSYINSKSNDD
MCL1-BIM inh – inhibitors of MCL1 binding to BIM-BH3, primary screen, biochemical, fluorescence polarization; inhibition, % at 10.9 µM; AID 2057, 2009; GST-MCL1 / FITC-Bim-BH3 fluorescence polarization; 320,000 compounds, 0.68% hits;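 active = inhibition above the mean inhibition of all tested compounds plus 3 SD, set per campaign, cut at about 40% in these data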;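 note: 0% = DMSO wells and 100% = unlabeled Bim-BH3 peptide control; higher means more loss of mP so more displacement of Bim peptide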
Fam108B inh – mouse Fam108B serine hydrolase inhibitors, primary screen, counter-screen for RBBP9 inhibitor project, biochemical, fluorescence polarization. inhibition, % at 9.51 µM. 300,000 compounds, 0.33% hits. recombinant Fam108B, FP-Rh probe fluorescence polarization. AID 1947, 2009;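 active = inhibition above the screen mean inhibition plus 3 SD, computed separately per campaign, cut at about 18% in these data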;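 note: inhibitors lower polarization as less probe binds the enzyme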
The depositor's hits bear a star; x = not tested or not shown. An excerpt; rates above refer to the full screens.

[1] CCCCc1cc(=O)oc2cc(OCC(=O)NCCN3CCOCC3)ccc12
[2] COCCn1c(C)cc(/C=C(\C#N)C(=O)OCC(=O)N(C)c2c(N)n(Cc3ccccc3)c(=O)[nH]c2=O)c1C
[3] CCOC(=O)/C(=N/Nc1ccc(OC)cc1)Sc1nnc(CCc2ccccc2)n1-c1ccccc1
[4] CNS(=O)(=O)c1ccc(NC(=O)C2CC(=O)N(c3ccc(Cl)cc3)C2)cc1 (stereo not drawn)
[5] CCCCN(Cc1ccccc1)C(=O)C1CCN(Cc2sccc2C)CC1
[6] CC(C)C(=O)Nc1cccc(-c2nc3ccccc3c(=O)o2)c1
[7] COc1ccccc1CC(NC(C)=O)C(=O)N1CCN(C(=O)c2cccs2)CC1 (stereo not drawn)
[8] COc1ccc(S(=O)(=O)NCc2ccc(C(=O)NCc3cccnc3)cc2)cc1
[9] Cc1ccc(S(=O)(=O)N2CCOCC2)cc1NC(=O)COC(=O)c1ccc2c(c1)OCCO2
[10] CCOC(=O)Nc1sc(C(=O)N(CC)CC)c(C)c1C(=O)OCC
assay / compound	1	2	3	4	5	6	7	8	9	10
VLA-4 inh	2	4	0	14	17	-1	20	-27	3	15
MEX-5 binding	0.5	4.9	1.3	-0.6	-1.7	0.3	-0.1	-1.8	4.0	-0.1
GLD-1 TGE inh	9	9	6	1	6	7	3	-3	3	1
Efflux pump mplx	-0.1	-0.1	0.0	-0.3	0.3	-0.1	0.0	-0.1	-0.2	0.0
GRK2 aptamer HTS	0	3	0	0	1	0	2	1	0	2
BCLXL inh	4	3	11	-3	2	4	10	3	-10	1
PME-1 inh	0	1	0	-3	-3	3	-7	0	25	-2
Fam108B inh	0	1	2	-1	-1	-12	1	4	3	-2
MCL1-BIM inh	7	-5	2	-8	11	4	4	-1	1	0

A draw from above in order of SMILES length, descending:
[7] COc1ccccc1CC(NC(C)=O)C(=O)N1CCN(C(=O)c2cccs2)CC1 (stereo not drawn)
[1] CCCCc1cc(=O)oc2cc(OCC(=O)NCCN3CCOCC3)ccc12
[6] CC(C)C(=O)Nc1cccc(-c2nc3ccccc3c(=O)o2)c1
assay / compound	7	1	6
VLA-4 inh	20	2	-1
MEX-5 binding	-0.1	0.5	0.3
GLD-1 TGE inh	3	9	7
Efflux pump mplx	0.0	-0.1	-0.1
GRK2 aptamer HTS	2	0	0
BCLXL inh	10	4	4
PME-1 inh	-7	0	3
Fam108B inh	1	0	-12
MCL1-BIM inh	4	7	4

New compounds follow
[11] CCCCCCC(=O)N(O)C1CC(=O)N(c2ccc(Cl)cc2)C1=O (stereo not drawn)
[12] COc1ccc(CNC(=O)Cn2ncn3c(cc4ccccc43)c2=O)cc1
[13] CCC(=O)OCC(=O)Nc1cc(S(=O)(=O)N(C)C)ccc1Cl
[14] CCNC(=S)N1CCCC(C(N)=O)C1 (stereo not drawn)
[15] COc1cc(/C=N/Nc2ccc(Cl)cc2)ccc1OC(=O)c1cccs1
[16] Cc1cccc(C)c1NS(=O)(=O)c1cc2c3c(c1)CCN3C(=O)CC2
[17] COCCN(C(=O)COc1ccccc1C#N)c1c(N)n(Cc2ccccc2)c(=O)[nH]c1=O
[18] Cc1ccc2c(c1)nnn2C1CCN(S(=O)(=O)c2cccc(S(=O)(=O)N(C)C)c2)CC1
[19] Cn1c(=O)n(CCOc2ccccc2Cl)c2ccccc21
[20] Cn1c(N)c(C(=O)COC(=O)/C=C/c2cccc(Cl)c2)c(=O)n(C)c1=O
assay / compound	11	12	13	14	15	16	17	18	19	20
VLA-4 inh	2	3	-5	13	13	13	18	34	3	1
MEX-5 binding	0.9	2.8	-1.0	-1.1	x	-1.2	-1.8	x	2.4	x
GLD-1 TGE inh	6	1	-5	-1	4	-1	8	2	12	3
Efflux pump mplx	0.1	-0.1	0.1	-0.2	0.5	0.0	0.0	-0.1	-0.1	0.1
GRK2 aptamer HTS	3	0	0	0	3	0	2	2	0	0
BCLXL inh	4	-2	-1	2	3	2	-1	9	0	x
PME-1 inh	4	-7	-2	-2	-11	6	3	18	5	x
Fam108B inh	-7	-11	-1	-1	4	0	2	0	-1	x
MCL1-BIM inh	1	4	-3	8	0	8	0	7	-5	x

[21] CCCN1CCC(NC(=O)CC2C(=O)NCCN2Cc2ccccc2C)CC1 (stereo not drawn)
[22] Cc1ccc(OCC(=O)Nc2oc(-c3ccccc3)c(-c3ccccc3)c2C#N)cc1
[23] COc1ccc(C2Nc3ccccc3C(=O)N2c2ccc(C)cc2)cc1Cn1nc(C)c([N+](=O)[O-])c1C (stereo not drawn)
[24] O=C(Cc1ccccc1)N1CCN(c2ncccn2)CC1
[25] O=C(CSc1ccccc1F)NCCN1C(=O)CSC1=O
[26] Cc1ccc(-c2cc(C(=O)Nc3ccccc3C)c3ccccc3n2)o1
[27] COc1ccc(OCCOC(=O)c2nc3nccc(C)n3n2)cc1
[28] C=CCN1C(=O)/C(=C\c2ccc(OC(=O)c3ccco3)c(OC)c2)SC1=S
[29] Cc1nn(C)c(C)c1NC(=O)COc1ccccc1C#N
[30] O=c1c2ccccc2cnn1Cc1nnc(-c2cccs2)o1
assay / compound	21	22	23	24	25	26	27	28	29	30
VLA-4 inh	1	2	3	15	-2	-8	4	-175	9	15
MEX-5 binding	-1.8	1.8	-2.1	0.2	x	-1.2	0.6	0.5	x	1.2
GLD-1 TGE inh	7	-2	-3	5	0	0	-7	0	2	4
Efflux pump mplx	-0.2	-0.1	0.0	0.1	0.2	0.2	-0.5	0.1	0.0	-0.1
GRK2 aptamer HTS	0	0	4	0	0	7	2	2	0	2
BCLXL inh	15	1	6	5	x	16	-1	4	x	10
PME-1 inh	2	-15	4	-3	x	-1	2	-28	x	1
Fam108B inh	5	-9	-5	-3	x	3	1	-16	x	-2
MCL1-BIM inh	19	2	5	3	x	16	10	9	x	9

[31] CCN1CCCC1CNC(=O)Cn1cc2c(n1)CCC(C)C2 (stereo not drawn)
[32] O=C(NCCSc1c[nH]c2ccccc12)c1ccco1
[33] O=C(O)c1ccc2nc(CO)[nH]c2c1
[34] O=C(c1cc2n(n1)C(C(F)(F)F)CC(c1ccco1)N2)N1CCc2ccccc2C1 (stereo not drawn)
[35] CC(=O)c1cccc(NC(=O)/C(=C\c2cccnc2)NC(=O)c2ccco2)c1
[36] CCOc1cc(-c2nc(C)c(C(C)=O)n2O)ccc1OCC(=O)Nc1ccc(F)cc1
[37] CCCC(=O)Nc1ncnc2c1ncn2[C@@H]1O[C@@H]2OP(=O)(O)OC[C@H]2[C@H]1OC(=O)CCC
[38] CC1=CC(C)(C)[N+](C)(C)c2ccc(C)cc21
[39] COC(=O)Cc1cc(=O)n2[nH]c(C(F)(F)F)nc2n1
[40] Cc1ccc(-c2nnc(CCC(=O)NCc3csc(C)n3)o2)s1
assay / compound	31	32	33	34	35	36	37	38	39	40
VLA-4 inh	2	23	29	3	8	7	13	10	8	22
MEX-5 binding	-1.8	1.0	-1.8	0.0	2.1	-2.7	x	1.0	-14	-1.2
GLD-1 TGE inh	7	-1	10	2	-13	-3	-1	-3	-8	6
Efflux pump mplx	0.3	0.1	-0.1	0.0	0.0	0.3	-0.1	0.4	0.0	-0.1
GRK2 aptamer HTS	0	0	0	3	0	0	1	0	0	3
BCLXL inh	9	5	6	5	-1	9	0	-14	10	7
PME-1 inh	0	-4	-3	1	7	0	3	-3	5	-2
Fam108B inh	1	-2	-2	5	-1	2	5	-4	-7	-5
MCL1-BIM inh	8	-5	5	0	3	-3	11	-19	10	7

[41] CC(=O)N1CSCC1C(=O)N1CCN(c2ccc(N3CCOCC3)nn2)CC1 (stereo not drawn)
[42] CC(C)CCNC(=O)NC(=O)COC(=O)/C=C/c1cc(Br)ccc1F
[43] Cc1ccc(S(=O)(=O)N(C)C)cc1NC(=O)COC(=O)CN1C(=O)c2ccccc2C1=O
[44] Cc1cc(O)c(C(C)C)cc1NC(=O)c1cccc(Cl)c1
[45] CC(Nc1cc(N2CCN(S(=O)(=O)N(C)C)CC2)ccc1[N+](=O)[O-])c1ccccc1 (stereo not drawn)
[46] CSCCC(NC(N)=O)C(=O)NCc1ccccc1Cl (stereo not drawn)
[47] CCCCC(CC)C(=O)Nc1cccc(SC)c1 (stereo not drawn)
[48] CCOC(=O)C1(C)NC(c2ccco2)C2C(=O)N(c3ccc(C)cc3)C(=O)C21 (stereo not drawn)
[49] Cc1c(-c2ccc(F)cc2)[n+](=O)c2c(n1[O-])CCCCC2
[50] COc1ccc(/C=C\c2cc(OC)c(OC)cc2CC[N+](C)(C)C)cc1OC
assay / compound	41	42	43	44	45	46	47	48	49	50
VLA-4 inh	-2	4	-5	21	-10	3	9	8	10	0
MEX-5 binding	1.9	1.3	x	-0.8	0.1	1.8	-1.0	0.7	-2.3	1.2
GLD-1 TGE inh	5	5	2	5	1	-1	-1	3	8	-2
Efflux pump mplx	0.3	0.0	0.0	-0.3	-0.1	-0.1	0.0	0.0	0.5	0.0
GRK2 aptamer HTS	0	0	3	0	0	10	0	2	1	1
BCLXL inh	-2	2	-6	6	-8	3	3	3	4	-11
PME-1 inh	-1	-4	-1	9	5	4	2	-3	-2	1
Fam108B inh	-2	6	x	0	-3	3	-2	0	1	-2
MCL1-BIM inh	-1	0	-3	6	-10	-3	2	1	1	-18

Shown with two lines to a compound: 2 of the compounds above
Values in the order – VLA-4 inh | MEX-5 binding | GLD-1 TGE inh | Efflux pump mplx | GRK2 aptamer HTS | BCLXL inh | PME-1 inh | Fam108B inh | MCL1-BIM inh
(41) CC(=O)N1CSCC1C(=O)N1CCN(c2ccc(N3CCOCC3)nn2)CC1 (stereo not drawn)
→ -2 | 1.9 | 5 | 0.3 | 0 | -2 | -1 | -2 | -1
(47) CCCCC(CC)C(=O)Nc1cccc(SC)c1 (stereo not drawn)
→ 9 | -1.0 | -1 | 0.0 | 0 | 3 | 2 | -2 | 2
